# Source: PubChem BioAssay (several laboratories)
# SUMO HTRF inh: blocks human SUMOylation mediated by UBC9; P63279; HTRF SUMOylation assay, SAE1/SAE2 + UBC9, in vitro; inhibition, % at 35 µM; hit rate 0.36% among 290,000; in the data active = inhibition above about 50%, passing the limit was not always enough; also: strong numbers were not always called active
# CRFR2-BP antag: CRF-BP/CRF-R2 complex antagonism | hit rate 0.59% among 350,000 | HEK293 CRF-R2/CRF-BP, CRF-induced calcium fluorescence | inhibition, % at 11.8 µM;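 active = inhibition of the ligand-induced calcium signal above about 50% at the single tested concentration, limit read from the data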
# DNA FID counter: displaces DNA intercalator in HCV helicase counter-screen; DNA fluorescent intercalator displacement, fluorescence; inhibition, % at 7.9 µM; hit rate 0.17% among 290,000; AID 1845; in the data active = inhibition above about 37%;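 also: 0% = vehicle and 100% = reference compound; higher means more ethidium bromide displaced from hairpin DNA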
# MEKK2mut PB1 HTS: signal of MEK5 binding to mutant human MEKK2 PB1 domain | bead flow cytometry, Alexa488-MEK5 binding to MEKK2 mutant | percent response, % at 10 µM | hit rate 0.35% among 290,000; in the data active = percent response above about 24%, passing the limit was not always enough; also: inactives centre near 1; some results filed as inactive read as strong as hits
# HCV NS3 hel inh: HCV NS3 helicase inhibition; NS3 helicase DNA unwinding, Cy5 molecular beacon fluorescence; inhibition, % at 10.9 µM; hit rate 0.56% among 290,000;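 active = inhibition above the mean of all tested compounds plus 3 SD, set per campaign, cut at about 35% in these data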;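 also: 0% = DMSO wells and 100% = thioflavine S control wells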
#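 Control set: DMSO versus 110 µM thioflavine S; Material: NS3 helicase fragment of HCV; Measured by: Cy5 fluorescence at 0 and 60 min, beacon hairpin quenching; Read-out basis: percent inhibition from t60/t0 fluorescence ratio; Times: reaction time 60 min, 25 °C; Repeats: single replicate; Compound dosing: single dose, 10.9 µM nominal final, DMSO 0.8% final.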
# CRFBP-R2 agonist: CRF-BP/CRF-R2 complex agonism. HEK293 CRF-R2/CRF-BP, calcium dye fluorescence (FLIPR); percent of saturating CRF peptide response. activation, % at 13.2 µM. hit rate 0.46% among 350,000. AID 588473;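 active = activation of at least 50%, plus an integration ratio under a set limit after plate pattern correction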;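 also: plate controls were neutral control wells without compound for no effect and CRF at EC100 for full effect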
# GalR3 antag: human GalR3 antagonism. O60755. HEK293 GalR3-CNG cAMP membrane potential fluorescence; galR3 body fused to GalR1 C-terminus. inhibition, % at 3 µM. hit rate 0.44% among 360,000. AID 651719;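 active = inhibition above the screen-wide average plus 3 SD, cut at about 13% in these data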;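 also: forskolin and galanin both at EC90 stimulate the cells; cAMP rise reported by CNG channel membrane potential dye signal; 0% = forskolin plus galanin with DMSO and 100% = forskolin alone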
# Target sequence (O60755 1-299 limits assumed): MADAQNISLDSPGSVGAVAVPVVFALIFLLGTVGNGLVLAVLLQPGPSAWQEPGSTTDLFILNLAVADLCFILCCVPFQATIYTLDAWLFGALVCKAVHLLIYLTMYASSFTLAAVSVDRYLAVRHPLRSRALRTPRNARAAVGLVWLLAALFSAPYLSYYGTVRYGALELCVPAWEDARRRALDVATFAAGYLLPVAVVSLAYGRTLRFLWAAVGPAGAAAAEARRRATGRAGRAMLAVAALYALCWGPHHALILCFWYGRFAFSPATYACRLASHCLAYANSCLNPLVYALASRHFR
# MEKK3 PB1 HTS: raises or lowers MEK5 binding to the human MEKK3 PB1 domain. Q99759. bead-based flow cytometry, Alexa488-MEK5 binding to MEKK3; actives lie on both sides; 0 = blocked by unlabeled MEK5, 100 = vehicle. binding response (% of control), % at 10 µM. hit rate 1.4% among 290,000. AID 1529;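 active = binding response more than 3 SD above or below the average of its plate-row segment, actives on both sides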;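 also: Alexa488 bead fluorescence after subtracting the streptavidin-only scavenger bead signal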
# Target sequence (Q99759 whole entry, looked up, the tested form may be a part): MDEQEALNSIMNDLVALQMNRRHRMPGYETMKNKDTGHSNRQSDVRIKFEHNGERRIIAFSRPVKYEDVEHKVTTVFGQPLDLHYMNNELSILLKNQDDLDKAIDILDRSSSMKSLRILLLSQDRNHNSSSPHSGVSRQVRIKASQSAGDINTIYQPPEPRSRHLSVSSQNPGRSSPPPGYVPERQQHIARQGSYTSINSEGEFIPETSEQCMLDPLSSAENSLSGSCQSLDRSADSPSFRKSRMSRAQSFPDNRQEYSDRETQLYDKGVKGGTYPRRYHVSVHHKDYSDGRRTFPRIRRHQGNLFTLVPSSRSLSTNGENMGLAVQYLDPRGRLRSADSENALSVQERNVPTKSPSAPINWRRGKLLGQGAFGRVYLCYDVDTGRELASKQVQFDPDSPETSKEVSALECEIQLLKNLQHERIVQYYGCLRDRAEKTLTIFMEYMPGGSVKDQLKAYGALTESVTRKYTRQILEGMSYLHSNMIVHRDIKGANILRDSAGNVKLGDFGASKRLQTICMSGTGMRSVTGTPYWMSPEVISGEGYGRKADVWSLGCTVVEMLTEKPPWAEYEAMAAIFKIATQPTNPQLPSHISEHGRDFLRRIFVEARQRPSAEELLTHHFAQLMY
# MEKK2 WT-MEK5: raises or lowers MEK5 binding to wildtype human MEKK2 PB1 domain; bead flow cytometry, Alexa488-MEK5 binding to MEKK2 WT; actives lie on both sides; binding response (% of control), % at 10 µM; Q9Y2U5; hit rate 1.1% among 290,000; AID 1531; in the data active = binding response below about 67% or above about 130%
# Numbers without * were called inactive; / = no result given. Some of the compounds tested; the hit share may differ from the screen's.
SMILES,SUMO HTRF inh,CRFR2-BP antag,DNA FID counter,MEKK2mut PB1 HTS,HCV NS3 hel inh,CRFBP-R2 agonist,GalR3 antag,MEKK3 PB1 HTS,MEKK2 WT-MEK5
NNC(=O)C(Cc1c[nH]c2ccccc12)NC(=O)c1ccccc1 (stereo not drawn),-10,2,-11,-16,3,2.4,0,83,84
CCCCc1nc2n[nH]c(N)c2c2c1CCC2,11,-21,-8,1,-3,0.1,8,97,99
Cc1ccc(N2C(=O)CC(N3CCN(C4CCc5ccccc5C4)CC3)C2=O)cc1 (stereo not drawn),8,18,-2,0,-7,1.5,-3,100,107
COC(=O)CCC(=O)Nc1ccc(N=Nc2ccccc2)cc1,2,-5,-4,3,-2,0.9,3,101,104
COC(=O)c1sccc1NC(=O)Nc1ccc(OC)cc1,-3,1,-10,-2,-5,-0.5,0,102,103
Cc1cc(C)cc(C(=O)N(C)C2CCCN(Cc3ccccc3F)C2)c1 (stereo not drawn),-5,16,-18,3,1,-3.4,-2,96,103
CN(C)S(=O)(=O)N1CCN(S(=O)(=O)c2ccc3ccccc3c2)CC1,-2,1,-4,0,2,-0.3,-4,101,99
CN(CCCNS(=O)(=O)c1cccc2cccnc12)Cc1ccccc1,17,4,6,9,13,-1.2,-4,111,123
Cc1ccc(OCC(=O)NCc2ccccn2)c(Br)c1,12,1,-19,6,-5,-0.4,-2,106,106
O=C(NCc1ccccc1)c1ccc(Cl)cc1[N+](=O)[O-],-4,4,0,2,1,-0.4,0,104,106
CN(CC(=O)Nc1ccc(F)c(F)c1)S(=O)(=O)c1cccc2nsnc12,11,8,2,9,2,-0.8,-2,108,112
CCOc1ccc(NC(=O)C(=S)NC2CCCCC2)cc1,-2,-3,1,6,0,0.9,-4,109,102
COc1ccc(N2CCN(C(=O)C3CCN(C(=O)c4cccc(Cl)c4)CC3)CC2)cc1,8,2,-41,2,-12,0.6,-7,100,100
CCN(CC)c1nc2n(c(=S)n1)CCS2,24,-19,-1,5,6,4.7,-4,103,103
COc1cc(NC(=O)CSc2nc(C3CC3)nc3ccccc23)cc(OC)c1,15,24,-31,2,11,-0.4,-8,99,93

# Given field by field: part of the list above.
Structure: CN(CC(=O)Nc1ccc(F)c(F)c1)S(=O)(=O)c1cccc2nsnc12
  SUMO HTRF inh = 11
  CRFR2-BP antag = 8
  DNA FID counter = 2
  MEKK2mut PB1 HTS = 9
  HCV NS3 hel inh = 2
  CRFBP-R2 agonist = -0.8
  GalR3 antag = -2
  MEKK3 PB1 HTS = 108
  MEKK2 WT-MEK5 = 112

Structure: Cc1ccc(N2C(=O)CC(N3CCN(C4CCc5ccccc5C4)CC3)C2=O)cc1 (stereo not drawn)
  SUMO HTRF inh = 8
  CRFR2-BP antag = 18
  DNA FID counter = -2
  MEKK2mut PB1 HTS = 0
  HCV NS3 hel inh = -7
  CRFBP-R2 agonist = 1.5
  GalR3 antag = -3
  MEKK3 PB1 HTS = 100
  MEKK2 WT-MEK5 = 107

# Further structures follow.
SMILES,SUMO HTRF inh,CRFR2-BP antag,DNA FID counter,MEKK2mut PB1 HTS,HCV NS3 hel inh,CRFBP-R2 agonist,GalR3 antag,MEKK3 PB1 HTS,MEKK2 WT-MEK5
CC(C)(C)N=Cc1c(O)ccc2oc3c(c12)CCCC3,2,-27,-3,0,32,51*,-7,95,97
CSc1ccc(N2C(=O)NC3(CCCCC3)C2=O)cc1,23,1,-2,2,4,8.6,-1,102,105
CCOC(=O)Cc1csc(NC(=S)NC(=O)c2ccc(F)cc2)n1,17,2,-6,/,-1,33,0,/,/
CC(NS(C)(=O)=O)C(c1cccs1)N1CCN(c2ccc(F)cc2)CC1 (stereo not drawn),17,-34,-7,6,7,0.4,-6,100,108
S=C(NCCCN1CCOCC1)N1CCOCC1,6,15,-1,4,-3,0.0,0,104,104
COc1cc(-c2ccc3oc(-c4ccsc4)cc3c2)cc(OC)c1OC,/,-2,/,5,/,5.1,2,102,104
CN1CCN(C(=S)NC(CC(=O)c2ccccc2)c2ccccc2)CC1 (stereo not drawn),13,1,15,-3,-16,1.2,-4,97,96
CCOC(=O)c1c(C)[nH]c(C)c1C(=O)COC(=O)c1ccc(Cl)c(S(=O)(=O)NCc2ccccc2)c1,-29,21,13,3,-12,-1.4,5,105,106
Clc1ccc(SCCCCN2CCNCC2)cc1,-4,-16,15,8,-30,0.0,-1,98,135
CC1COc2ccccc2N1S(=O)(=O)c1cc(Cl)ccc1Cl (stereo not drawn),3,12,-15,2,-6,0.2,-6,102,107
COc1cccc(S(=O)(=O)NCc2ccc(C(=O)Nc3cccc(Cl)c3)cc2)c1,-26,6,-12,5,-8,2.1,-5,106,118
CCC(=O)N(Cc1cc(=O)[nH]c2ccccc12)c1ccccc1OC,10,1,-23,12,-8,-2.4,-3,111,107
Cc1ccc(CSCC(=O)NCc2ccco2)cc1,1,15,-7,0,8,-2.4,5,100,99
O=c1c2ccccc2c2c(O)nc(-c3ccccc3)n2n1Cc1ccccc1,-2,-12,2,-4,2,3.5,3,99,94
O=C(NCc1ccc2c(c1)OCO2)Nc1ccc2nsnc2c1,19,2,5,-4,0,1.0,3,96,92
CC(c1ccccc1)n1c(CO)nc2ccccc21 (stereo not drawn),8,5,-9,9,8,-3.5,-10,104,110
Cc1cccn2c(=O)c3cc(C(=O)NC4CCCC4)c(=N)n(CC4CCCO4)c3nc12 (stereo not drawn),24,3,0,10,12,1.1,-10,105,105
O=C(NCCc1ccco1)c1nn(Cc2ccccc2)c(=O)c2ccccc12,-15,-4,-18,-4,5,-0.4,-5,100,94
COc1ccc(CN2CCNC(=O)C2CC(=O)N(C)CCC2CCOCC2)c(OC)c1 (stereo not drawn),22,5,-14,0,1,-2.2,-7,98,97
COc1ccc(NC(=O)CSc2ccc(-c3cccs3)nn2)c(OC)c1,5,-21,-3,-2,-7,-3.9,-8,114,104
Cc1nn(-c2ccccc2)c2c1C(c1ccc([N+](=O)[O-])cc1)N1C(=N2)C(=O)Nc2ccccc21 (stereo not drawn),-2,-2,-9,28,10,-1.7,-3,108,115
CCC(CC)c1nnc(NC(=O)CC(C)c2ccccc2)s1 (stereo not drawn),3,-22,-38,3,-11,0.9,-10,107,105
CCOC(=O)Cn1c(=NC(=O)CN2C(=O)CCC2=O)sc2cc(S(N)(=O)=O)ccc21,9,18,0,-2,-3,1.2,-1,101,98
O=C(NCCNS(=O)(=O)c1ccccc1Cl)c1cc(OCC(F)(F)F)ccc1OCC(F)(F)F,13,-49,-23,2,4,1.6,-1,105,105
Cc1c(Cl)c([N+](=O)[O-])nn1CC(=O)Nc1c(C)n(C)n(-c2ccccc2)c1=O,10,12,4,2,4,2.3,-3,103,104
Cc1ccc(-c2nc(CS(=O)(=O)CC(=O)Nc3cc(F)ccc3F)c(C)o2)cc1,7,-20,-27,0,-12,-5.2,/,103,96
CCOc1ccc(N(C(=O)c2snc(C(N)=O)c2N)C(C(=O)NCC2CCCO2)c2c[nH]c3ccccc23)cc1 (stereo not drawn),-4,-25,-36,2,-29,-0.9,-10,101,103
O=C(Nc1ccccc1C(=O)N1CCOCC1)c1ccc(Cl)cc1,16,2,-3,4,2,-0.8,-3,104,103
COc1ccc(CCNC(=O)CSc2nnc(CNC(=O)c3ccccc3F)o2)cc1OC,5,13,-12,6,7,-1.6,-2,109,110
Cc1cc(=O)oc2cc(NC(=O)c3ccccc3Cl)ccc12,-3,-9,-11,-2,14,0.3,-6,100,98
CC(C)OCCCNC(=O)c1ccc(NC(=O)C2=CSCCO2)cc1,12,-1,-28,6,-2,0.1,-6,102,104
COC(=O)c1cccc(NC(=S)NCCC2=CCCCC2)c1,-8,2,-15,2,7,-4.3,-5,103,102
CC(=O)N1CCN(CC(=O)Nc2cc(S(=O)(=O)N3CCOCC3)ccc2C)CC1,8,3,-1,1,1,1.4,-3,101,99
CC(C)C[C@H](NC(=O)C1CC(=O)N(c2ccc3c(c2)OCCO3)C1)C(=O)NC1CCCC1 (stereo partly drawn),2,-4,-27,4,2,-0.3,-2,103,100
CCC1CCCCN1C(=O)CSc1nc(N)c(NC(=O)c2ccco2)c(=O)[nH]1 (stereo not drawn),11,8,6,8,-18,0.3,/,107,107
Cc1ccc(OCC(=O)N(c2ccccn2)C2CCCCC2)c(C)c1,1,-5,-39,-2,-10,-0.7,-1,93,92
COCCNC(=O)C(=O)NCCN1CCNCC1,-12,4,-1,2,-3,1.4,-4,102,101
COc1ccc(CC2(CO)CCN(Cc3cnn(C)c3)CC2)cc1,4,-7,4,-8,6,1.6,-6,97,90
COc1cccc(CNC(=O)c2ccccc2-c2ccccc2)c1,-10,9,-24,-14,1,0.2,1,85,93
Cc1cccc(Nc2nc3c(c(=O)n(C)c(=O)n3C)n2Cc2ccccc2)c1,-10,-10,4,6,5,-5.9,3,104,100
O=c1c(Oc2ccccc2F)coc2cc(OCc3cnn(-c4ccccc4)c3)ccc12,15,-14,0,-1,11,4.5,-5,110,97
Cc1cccc(NC(=O)CSc2nnc(CNC(=O)c3ccco3)n2C)c1,16,10,-9,6,-1,-0.5,6,109,111
CCOc1cc(-c2nc(-c3ccc(OC)cc3)no2)cc(OCC)c1OCC,10,10,-1,6,-5,0.5,0,108,105
CS(=O)(=O)c1ccc2nc(NC(=O)Nc3ccc(Cl)c(Cl)c3)sc2c1,4,4,-3,10,3,0.2,2,100,105

# In the list so far, these contain a Cl atom:
SMILES,SUMO HTRF inh,CRFR2-BP antag,DNA FID counter,MEKK2mut PB1 HTS,HCV NS3 hel inh,CRFBP-R2 agonist,GalR3 antag,MEKK3 PB1 HTS,MEKK2 WT-MEK5
O=C(NCc1ccccc1)c1ccc(Cl)cc1[N+](=O)[O-],-4,4,0,2,1,-0.4,0,104,106
COc1ccc(N2CCN(C(=O)C3CCN(C(=O)c4cccc(Cl)c4)CC3)CC2)cc1,8,2,-41,2,-12,0.6,-7,100,100
CCOC(=O)c1c(C)[nH]c(C)c1C(=O)COC(=O)c1ccc(Cl)c(S(=O)(=O)NCc2ccccc2)c1,-29,21,13,3,-12,-1.4,5,105,106
Clc1ccc(SCCCCN2CCNCC2)cc1,-4,-16,15,8,-30,0.0,-1,98,135
CC1COc2ccccc2N1S(=O)(=O)c1cc(Cl)ccc1Cl (stereo not drawn),3,12,-15,2,-6,0.2,-6,102,107
COc1cccc(S(=O)(=O)NCc2ccc(C(=O)Nc3cccc(Cl)c3)cc2)c1,-26,6,-12,5,-8,2.1,-5,106,118
O=C(NCCNS(=O)(=O)c1ccccc1Cl)c1cc(OCC(F)(F)F)ccc1OCC(F)(F)F,13,-49,-23,2,4,1.6,-1,105,105
Cc1c(Cl)c([N+](=O)[O-])nn1CC(=O)Nc1c(C)n(C)n(-c2ccccc2)c1=O,10,12,4,2,4,2.3,-3,103,104
O=C(Nc1ccccc1C(=O)N1CCOCC1)c1ccc(Cl)cc1,16,2,-3,4,2,-0.8,-3,104,103
Cc1cc(=O)oc2cc(NC(=O)c3ccccc3Cl)ccc12,-3,-9,-11,-2,14,0.3,-6,100,98
CS(=O)(=O)c1ccc2nc(NC(=O)Nc3ccc(Cl)c(Cl)c3)sc2c1,4,4,-3,10,3,0.2,2,100,105
